# Screens as filed in PubChem.
# GAA850 FXN act: activators of GAA850 frataxin (FXN) promoter | 360,000 compounds, 0.56% hits | activation, % at 6 µM | HEK293 lucGAA850 FXN promoter luciferase reporter, 24 h; percent of 10 µM SAHA response;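 active = activation above the average of all compounds screened plus 3 SD, cutoff fixed separately per campaign, cut at about 7.5% in these data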;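 note: 0% = DMSO wells and 100% = 10 µM SAHA wells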
# SMARCA2 activ: increases SMARCA2 function in MMTV reporter cells; MG213 cells, MMTV-luciferase reporter, dexamethasone, overnight; activation, % at 9.1 µM; 370,000 compounds, 1% hits; AID 652017; in the data active = activation above about 7.8%;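 note: 0% = vehicle wells and 100% = reference activator wells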
# DAX1 inh-1: inhibitors of DAX1 repression of SF-1 activated StAR promoter. HEK293T StAR-luciferase reporter, SF-1/DAX-1 repression relief. inhibition, % at 6.8 µM. 370,000 compounds, 1.1% hits. AID 652010;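 active = inhibition above the mean over all tested compounds plus 3 SD, cut at about 3.6% in these data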;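 note: 0% = DAX-1 cells with DMSO and 100% = cells lacking DAX-1 with DMSO; higher inhibition means more luminescence from relief of DAX-1 repression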
# hcDAF12 agonist: activates DAF-12 receptor from parasite H. contortus; activation, % at 6.8 µM; 370,000 compounds, 1.4% hits; HEK293 hcDAF-12 lit1-tk-luc reporter, luminescence; 0% DMSO, 100% Δ7-dafachronic acid;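 active = activation above the mean of all tested compounds plus 3 SD, cut at about 5.5% in these data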;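 note: 100% = response to 3 µM Δ7-dafachronic acid high control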
# hgDAF-12 ag: agonists of H. glycines DAF-12 nuclear receptor. HEK293 GAL4-hgDAF12 UAS-luciferase reporter, agonist luminescence; normalized to butyrate control. activation, % at 6.8 µM. 370,000 compounds, 1.8% hits. AID 687014;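 active = activation above a cutoff set at the mean of all screened compounds plus 3 SD, cut at about 10% in these data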;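 note: 0% = DMSO wells and 100% = sodium butyrate wells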
# DAX1 inh-2: inhibits human nuclear receptor DAX1 | HEK293 Gal4-DAX1 luciferase reporter, luminescence | P51843 | inhibition, % at 6.75 µM | 340,000 compounds, 0.99% hits | AID 504766;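 active = inhibition above the mean over all tested compounds plus 3 SD, cut at about 4.2% in these data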;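 note: 0% = DAX1-transfected cells with DMSO and 100% = empty-vector control cells with DMSO; inhibition shows as a rise in luminescence from relieved DAX1 repression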
# Target sequence (P51843 207-470 limits assumed): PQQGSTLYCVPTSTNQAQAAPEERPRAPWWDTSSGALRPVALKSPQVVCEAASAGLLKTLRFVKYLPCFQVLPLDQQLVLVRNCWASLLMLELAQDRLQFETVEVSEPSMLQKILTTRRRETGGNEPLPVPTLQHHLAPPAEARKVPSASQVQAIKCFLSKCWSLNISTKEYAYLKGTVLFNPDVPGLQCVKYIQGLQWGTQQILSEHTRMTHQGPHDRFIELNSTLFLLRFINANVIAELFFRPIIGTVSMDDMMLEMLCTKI
# sPLA2-III inh: Inhibits HGIII-sPLA2 liposome hydrolysis, primary screen. QFRET BODIPY PC-A2 liposome hydrolysis, fluorescence. inhibition, % at 12.2 µM. 370,000 compounds, 0.56% hits. AID 743126;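 active = inhibition above mean plus 3 SD of compounds lying within the high and low control bounds, cut at about 19% in these data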;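 note: 0% = median of test compound wells and 100% = no enzyme DMSO wells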
# PG9 binder: small molecules binding HIV-1 gp120 antibody PG9; 360,000 compounds, 0.43% hits; AID 624416; inhibition, % at 6.7 µM; TR-FRET gp120-PG9 antibody binding; in the data active = inhibition above about 8.5%
# ssDAF-12 act: activates DAF-12 receptor from parasite S. stercoralis. HEK293 ssDAF-12/GRIP1 lit1-tk-luc reporter, luminescence; % of 3 µM dafachronic acid response. activation, % at 6.8 µM. 370,000 compounds, 1% hits. AID 652126;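 active = activation above the mean over all tested compounds plus 3 SD, cut at about 0.9% in these data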;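 note: 0% = DMSO-only wells and 100% = 3 µM delta7-dafachronic acid wells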
# NR1D1 modulator: modulates human Rev-erb alpha binding to DNA. P20393. Rev-erbα–FITC-DNA binding, fluorescence polarization, 90 min. activity, % at 10 µM. 370,000 compounds, 0.79% hits. AID 1259318;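 active = activity above about 14%, limit read from the data; passing the limit was not always enough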;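 note: 0% = DMSO wells with 35 nM protein and 100% = DMSO wells with 750 nM protein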
# Target sequence (P20393 whole entry, looked up): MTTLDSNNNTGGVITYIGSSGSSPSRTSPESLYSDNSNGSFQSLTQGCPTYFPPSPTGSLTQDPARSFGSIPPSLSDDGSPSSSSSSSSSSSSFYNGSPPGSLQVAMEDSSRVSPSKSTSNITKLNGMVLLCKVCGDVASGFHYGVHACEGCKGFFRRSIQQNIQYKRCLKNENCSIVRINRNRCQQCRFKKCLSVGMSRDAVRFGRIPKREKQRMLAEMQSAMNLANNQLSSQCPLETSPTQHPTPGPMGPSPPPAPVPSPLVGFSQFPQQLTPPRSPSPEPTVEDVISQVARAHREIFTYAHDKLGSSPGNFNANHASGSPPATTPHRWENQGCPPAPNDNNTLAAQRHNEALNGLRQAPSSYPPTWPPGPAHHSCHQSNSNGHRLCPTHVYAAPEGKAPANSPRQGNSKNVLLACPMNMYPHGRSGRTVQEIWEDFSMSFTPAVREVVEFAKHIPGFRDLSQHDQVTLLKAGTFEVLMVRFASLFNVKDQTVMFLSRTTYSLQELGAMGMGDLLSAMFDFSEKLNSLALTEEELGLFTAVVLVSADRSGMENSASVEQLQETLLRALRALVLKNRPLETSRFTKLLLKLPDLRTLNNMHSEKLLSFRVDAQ
# PLCb3 inh: PLC-beta3 (human) inhibition, primary screen | Q01970 | Purified PLC-beta3, fluorogenic substrate, fluorescence | inhibition, % at 12.2 µM | 370,000 compounds, 0.18% hits | AID 720704; in the data active = inhibition above about 11%;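 note: 0% = median of compound wells on plate and 100% = full blocker control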
# An asterisk follows results filed as active; i = inactive; . = no result given.
SMILES,GAA850 FXN act,SMARCA2 activ,DAX1 inh-1,hcDAF12 agonist,hgDAF-12 ag,DAX1 inh-2,sPLA2-III inh,PG9 binder,ssDAF-12 act,NR1D1 modulator,PLCb3 inh
C[C@H](CO)NC(=O)[C@H](C)[C@@H]1C[C@@]1(C)[C@@H](NC(=O)OCc1ccccc1)c1ccccc1,-1.6,0,0.2,-1.7,0.6,-0.2,2,0.3,-1.7,-1,-4
COc1ccc(-c2nsc(SCC(=O)Nc3cc(C)on3)n2)cc1,-3.2,2,0.8,-0.8,2.3,0.9,-5,42*,-1.1,13,5
O=C(NNc1nc2ccccc2s1)Nc1ccc(F)cc1,4.3,0,1.4,4.5,9.7,6.0*,8,0.2,0.1,-9,-14
CC(NC(=O)c1ccc(CS(C)(=O)=O)cc1)c1cccc2ccccc12 (configuration not stated),0.8,1,-0.3,-0.3,1.0,1.3,-3,-0.9,0.1,-2,-6
COc1ccc(-c2cc(=O)oc3cc(OC(=O)C4CCCCC4)ccc23)cc1,-0.5,-4,0.0,0.3,2.1,-0.8,-10,0.4,-1.5,0,-277
NC(=O)C1CCN(C2=C(Cl)C(=O)c3ccccc3C2=O)CC1,3.2,5,-2.3,1.9,-3.3,-2.0,3,-7.1,-1.0,3,-14
CCN(c1cccc(C)c1)S(=O)(=O)c1ccc(-c2coc(C)n2)cc1,2.0,1,-0.5,-0.8,-2.4,-0.6,-7,-0.2,-1.1,-2,-7
COc1ccccc1N1CC(C(=O)Nc2nnc(SCc3ccccn3)s2)CC1=O (configuration not stated),-1.9,-2,0.8,-1.8,-2.3,1.0,4,1.2,-1.6,-7,-4
Fc1c(F)c(C(F)(F)F)c(F)c(F)c1N/N=C\c1cccs1,1.0,-4,-1.2,2.3,1.1,-0.5,-1,0.8,-0.8,6,2
CN(CC(=O)NCc1ccncc1)S(=O)(=O)c1ccccc1,-0.1,0,0.2,-1.8,0.8,-0.8,0,-2.0,-1.2,0,5
Nc1nc(CN2CCN(C(c3ccccc3)c3ccccc3)CC2)nc(Nc2ccccc2)n1,-1.6,0,0.2,-0.2,0.0,-1.2,-9,-0.9,-0.7,9,-6
CCN(CC)S(=O)(=O)c1ccc(N/N=C(\C)c2ccc3c(c2)OCO3)c([N+](=O)[O-])c1,-0.9,0,-0.6,-0.3,-0.8,-0.8,-6,-2.0,-1.1,-1,3
COCCNC(=O)c1cccc(Nc2nc(-c3ccccc3)c3cc(Cl)ccc3n2)c1,0.6,2,-0.8,-1.6,-1.2,-0.4,-2,-3.8,-1.8,-2,-14
C[C@H]1CN([C@@H](C)CO)C(=O)CCCn2nncc2CO[C@@H]1CN(C)Cc1ccncc1,-0.1,-4,0.3,-1.3,2.0,0.1,2,-1.1,-1.4,-5,4
O=C(COC(=O)c1ccc(Br)c(S(=O)(=O)N2CCOCC2)c1)NCC1CCCO1 (configuration not stated),3.1,0,0.6,-2.4,1.6,-1.7,-1,-0.9,-0.4,4,1
Cc1ccc(CN2CCCCC(NC(=O)c3cccc(C(F)(F)F)c3)C2=O)cc1 (configuration not stated),.,-2,0.2,0.2,-2.7,.,-3,.,-0.5,-2,0
CCN(CC)CCOC(=O)c1cccc(Cl)c1,1.3,-4,-0.6,-1.9,0.2,-0.2,2,-0.2,-0.8,1,1
CCCn1c(SCC(=O)N2CCN(C(=O)c3ccco3)CC2)nc2ccccc2c1=O,0.6,-4,-0.2,-0.8,-2.8,.,2,-2.3,-0.3,-4,0
COc1ccc(N2CCN(S(=O)(=O)c3cc4c(cc3C)NC(=O)CO4)CC2)cc1,-1.8,0,-0.3,-1.4,-0.4,-0.4,0,-0.5,-1.2,-4,0
COC(=O)/C(=C\c1cc(OC)c(OC)c(OC)c1)c1nc2ccccc2[nH]1,0.5,-4,0.1,-1.2,1.2,0.6,-14,-0.1,-2.1,-2,-48
Cc1csc2c(N3CCN(S(=O)(=O)c4ccc(Cl)cc4)CC3)ncnc12,1.4,0,-0.2,0.2,0.4,2.4,-3,-0.9,-0.8,3,0
Cc1ccccc1C(=O)NCc1nnc(SCC(=O)N2CCN(c3ccccc3)CC2)n1C,-1.4,-1,-0.8,-1.3,1.3,-0.5,0,1.1,-1.3,0,3
Brc1c(CSc2nncn2-c2ccccc2)nc2ncccn12,3.2,1,1.2,-1.3,-1.1,1.1,-1,0.0,-0.9,-1,-406
Cc1cc(NC(=O)CCN2C(=O)/C(=C\c3ccccc3)SC2=S)no1,1.1,3,0.1,-0.6,0.1,2.2,-3,-2.5,-1.3,-5,-4
Cc1ccc(S(=O)(=O)N2CCCC2C(=O)NCCc2ccccc2)cc1 (configuration not stated),-1.1,-4,-0.1,-1.3,-0.3,0.0,0,0.3,-1.6,-2,-5
Nn1c(COc2cccc(Br)c2)nnc1SCC(=O)NCC1CCCO1 (configuration not stated),0.2,-1,0.1,-0.1,-4.1,-0.6,8,0.3,-1.5,-6,-10
CC(C)OCCCNC(=O)Cn1ccc2cc(S(=O)(=O)N3CCCCC3)ccc21,-1.2,-1,-1.2,-1.0,-0.8,0.6,6,-1.3,-0.8,-3,-2
CCc1c(O)nc(SCC(=O)Nc2ccc(C)cc2)n(C2CCCCC2)c1=O,3.4,-1,0.3,-2.1,-2.2,1.1,9,1.3,-1.0,-4,-1
CC(C)(C)NS(=O)(=O)c1ccc(CCC(=O)N2CCCCC2)cc1,0.7,-2,-0.9,-0.6,0.2,1.5,-6,0.2,-1.1,-2,1
O=C(O)/C=C/c1ccc2c(-c3ccccc3)onc2c1,0.7,1,-0.2,0.0,1.4,0.2,-1,-5.0,-1.8,-2,0
COc1ccccc1C(C)NC(=O)CCOc1cccc(C)c1 (configuration not stated),1.2,-5,0.0,-1.6,-3.2,-0.1,-4,-0.5,-1.8,-1,-3
Cc1cc(Cl)ccc1NC(=S)N1CCN(C(=O)c2ccco2)CC1,-1.5,-2,-2.3,-2.1,-1.7,-0.2,7,-5.7,-1.0,0,-7
Cc1cccc(NC(=O)c2onc3c2CCCC3)n1,-7.7,2,4.1*,4.8,13*,-3.7,4,1.3,0.0,-2,6
CNc1cncc(-c2cccc(C(=O)NCCN(C)C)c2)n1,0.2,2,0.1,-0.3,-1.3,.,7,-0.2,-1.1,-2,i
Cc1csc(C(=O)O)c1-c1c(C)csc1C(=O)O,-0.7,-3,0.1,0.6,2.7,-0.7,3,-2.3,-1.4,0,2
O=C(NCC(=O)N1CCCCCCC1)c1ccc(Cl)cc1,4.0,-1,0.4,2.8,12*,2.2,8,0.2,-1.2,4,-2
Cc1cccc(NCC(O)Cn2cnc3c2c(=O)n(C)c(=O)n3C)c1 (configuration not stated),0.6,2,-0.6,-2.0,-1.2,-1.4,1,-1.9,-0.4,-2,-3
CC(C)CNS(=O)(=O)c1ccc(CCC(=O)N2CCC(C(N)=O)CC2)cc1,0.1,1,-0.2,-1.1,0.6,-0.7,-1,-5.1,-1.1,-6,1
COc1cccc(NC(=O)CN(C)C(=O)c2cc3c(s2)CCCC3)c1,3.9,-1,3.7*,3.8,3.1,1.1,-6,-0.7,0.0,7,-11
O=C(Nc1ccc([N+](=O)[O-])cn1)C1CCCCC1,4.1,-2,-0.1,0.9,3.3,-0.1,4,-3.0,-1.6,-8,2
COc1ccccc1NS(=O)(=O)c1cc(NC(=O)CNC(=O)c2ccccc2)ccc1C,1.9,-3,0.6,-4.3,-0.2,-0.5,-31,-3.0,-1.4,2,4
OC(COCCC12CC3CC(CC(C3)C1)C2)CN1CCCCC1 (configuration not stated),2.8,-2,-0.1,0.4,2.7,0.4,-5,-0.8,-1.6,-2,2
C=C(C)Cn1c(=O)c2c(nc3n2CCN3c2cccc(Cl)c2C)n(C)c1=O,-1.8,-2,-0.9,-0.4,-3.4,-0.1,-4,-1.2,-1.7,6,-2
CN(CCNC(=O)c1ccc(/C=N/O)nc1)Cc1ccccc1,-3.3,1,0.1,1.2,2.8,0.2,-8,-0.2,-1.4,0,1
COc1ccc(CN(C)C(=O)c2ccccc2Sc2ccccc2C#N)cc1OC,3.9,0,-2.0,-2.8,-0.1,-0.5,-2,-2.2,-1.6,7,-5
COc1ccc(Cl)cc1NC(=S)NCCSc1ccc(C)cc1,2.3,0,-0.3,-0.3,0.6,-1.1,-5,0.9,-1.2,-4,0
CCC(CO)N=CC1=C(O)CC(c2ccccc2)CC1=O (configuration not stated),2.6,7,0.6,2.5,1.7,-0.1,2,-0.3,-1.4,1,-1
O=C(CSc1nc2ccccc2o1)NC(=O)NCc1ccccc1,-2.8,-1,-0.3,-1.9,2.8,1.5,-11,0.7,-0.6,-2,-3
C=C(C)C(O)COc1c2occc2c(OC)c2ccc(=O)oc12 (configuration not stated),0.9,0,-0.1,-1.0,-0.1,-0.9,-1,-0.8,-1.8,0,-14
Cc1cc(C)c(NC(=O)CS(=O)CC(=O)NC2CCCc3ccccc32)c(C)c1 (configuration not stated),0.5,-2,-0.5,-1.2,-1.5,1.5,-5,0.5,-1.0,-2,-1
Cc1ccccc1S(=O)(=O)Nc1ncnc2sccc12,3.3,-2,0.9,1.7,-1.5,0.0,7,-1.0,-0.8,-4,-12
CCCN(CC(=O)Nc1ccccc1C)C(=O)c1ccc(S(=O)(=O)N2CCCC2)cc1,1.4,-2,-0.3,0.8,1.9,1.1,12,0.0,-0.1,0,-8
COCc1cc(C)nc(Nc2cc(C)ccc2C)c1C#N,-0.9,3,-1.3,1.4,2.4,1.3,-6,-1.8,-1.3,1,-9
C#C[C@]1(O)CC[C@H]2[C@@H]3CCc4cc(OC)ccc4[C@H]3CC[C@@]21C,3.2,-1,-0.7,-0.3,5.2,0.1,-4,-0.4,-1.3,-5,4
COc1ccc(Cn2nnnc2C(C(C)C)N2CCN(c3ccccc3OC)CC2)cc1 (configuration not stated),-0.3,-3,-0.7,-2.4,1.7,0.6,9,-1.6,-1.4,-4,6
Cc1cc(N)c(-n2cc3c(=O)n(C)c(=O)n(C)c3c2)cc1C,5.0,4,1.1,3.0,4.6,0.5,-9,0.3,0.2,1,-148
CCCCn1c(SCC(N)=O)nc2sc3c(c2c1=O)CCC3,4.6,-2,0.3,0.8,-0.5,0.5,16,0.1,-0.1,-3,-8
CC1(c2nnc(-c3ccc(F)cc3)o2)CC(c2ccc([N+](=O)[O-])cc2)=NO1 (configuration not stated),0.9,1,-0.1,-0.9,2.8,1.3,6,2.0,-1.0,1,4
O=C(CSCc1ccccc1)N1CCN(Cc2ccc3c(c2)OCO3)CC1,1.2,-2,-0.3,-2.2,-0.1,1.6,-3,-0.7,-1.3,0,-1
CC(=O)Nc1ccc(S(=O)(=O)N(C)CCOCc2ccccc2)cc1,-0.1,-1,-1.5,-2.2,-2.6,0.0,-9,-0.3,-1.2,3,2
